High-throughput results (PubChem BioAssay)
CendR NRP1 mod – NRP-1/CendR interaction modulation; O14786; AID 602438; hit rate 0.85% among 360,000; FAM-RPARPAR peptide binding to NRP-1, fluorescence polarization; inhibition, % at 25 µM;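 active means inhibition or corrected inhibition above about 18%, plus a signal ratio from 0.5 to 1.5, limit read from the data, passing the limit was not always enough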; further: strong numbers were not always called active
eLon inh – E. coli protease La inhibition; P0A9M0; purified E. coli Lon protease, fluorescence polarization; inhibition, % at 7.94 µM; hit rate 0.42% among 360,000; in the data active means inhibition above about 13%, passing the limit was not always enough;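 further: 0% = enzyme with probe and DMSO and 100% = no enzyme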
Rin1 Abl inh – inhibitors of human Rin1-Abl protein interaction; inhibition, % at 7.35 µM; P00519+Q13671; hit rate 0.4% among 360,000; TR-FRET Rin1/Abl binding, biochemical; in the data active means inhibition above about 5%, passing the limit was not always enough
Neddyl block – cullin neddylation inhibition | P61081+Q13564 | TR-FRET cullin neddylation, biochemical | calls only at 25 µM | hit rate 0.58% among 360,000 | AID 651699; in the data active means inhibition above about 36%
Target sequence (P61081 whole entry, looked up): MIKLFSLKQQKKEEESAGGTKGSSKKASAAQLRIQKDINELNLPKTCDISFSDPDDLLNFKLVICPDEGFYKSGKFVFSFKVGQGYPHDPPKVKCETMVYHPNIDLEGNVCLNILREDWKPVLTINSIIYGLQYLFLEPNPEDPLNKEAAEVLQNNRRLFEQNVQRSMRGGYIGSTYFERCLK
Target sequence (Q13564 whole entry, looked up): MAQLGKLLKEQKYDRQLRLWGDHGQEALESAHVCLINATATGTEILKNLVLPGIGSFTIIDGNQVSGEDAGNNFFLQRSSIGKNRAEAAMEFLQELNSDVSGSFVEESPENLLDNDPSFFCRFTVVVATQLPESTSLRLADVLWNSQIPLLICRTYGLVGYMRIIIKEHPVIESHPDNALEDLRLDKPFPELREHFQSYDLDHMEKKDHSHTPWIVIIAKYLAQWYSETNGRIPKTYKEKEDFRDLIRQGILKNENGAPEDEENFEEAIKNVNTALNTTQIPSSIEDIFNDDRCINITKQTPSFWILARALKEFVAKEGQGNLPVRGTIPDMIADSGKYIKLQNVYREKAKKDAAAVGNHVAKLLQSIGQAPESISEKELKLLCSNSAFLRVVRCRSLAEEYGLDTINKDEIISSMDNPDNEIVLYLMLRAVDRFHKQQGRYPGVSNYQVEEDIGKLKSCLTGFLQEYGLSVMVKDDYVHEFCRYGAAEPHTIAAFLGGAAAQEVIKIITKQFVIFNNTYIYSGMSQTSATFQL
SKN-1 inh – blocks SKN-1 activity in C. elegans | C. elegans VP596 Pgst-4::GFP/RFP ratio, acrylamide-induced, 24 h | inhibition, % at 21.8 µM | hit rate 0.49% among 360,000 | AID 624304;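 active means interference check ratio from 0.5 to 1.5 plus GFP to RFP signal ratio inhibition reaching or exceeding a fixed threshold, cut at about 30% in these data, passing the limit was not always enough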; further: some compounds called inactive have numbers as strong as hits
MT1-MMP act inh – blocks activation of human MT1-MMP. AID 651647. hit rate 0.061% among 360,000. GFP/RFP ratio change, % at 20 µM. HT1080 RFP-PRO-GFP cells, GFP/RFP ratio fluorescence, overnight; percent of plate control window, DMSO zero. P50281;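 active means GFP/RFP ratio change of at least 30% with cell ATP level not reduced by more than half and red fluorescence within 50% of control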; further: strong numbers were not always called active
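system = RFP-PRO-GFP reporter HT1080 cells | dosing = 20 µM single dose, 1% DMSO | timing = overnight cell settling, then overnight compound exposure, 37 °C, 5% CO2 | read-out basis = GFP/RFP fluorescence ratio | controls = DMSO and RFP-L50D-GFP cell wells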
MsrA inhibitor – bovine MsrA inhibition. purified bovine MsrA, absorbance read-out. inhibition, % at 15.5 µM. hit rate 0.75% among 360,000. AID 651718; in the data active means inhibition above about 4.5%;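 further: 0% = vehicle wells with enzyme and 100% = reference inhibitor wells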
FAS-TE inh – FAS thioesterase (human) inhibition. P49327. inhibition, % at 15 µM. recombinant FAS-TE, OMFH fluorogenic substrate, fluorescence endpoint. hit rate 0.67% among 360,000;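 active means compounds whose normalised, plate-corrected inhibition of enzyme fluorescence in the single-dose primary screen is 50% or more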;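 further: 0% = DMSO with enzyme and 100% = substrate without enzyme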
bovine MsrA act – activators of bovine methionine sulfoxide reductase A; purified bovine MsrA, absorbance read-out; activation, % at 10.6 µM; hit rate 0.3% among 360,000; in the data active means activation above about 7.5%;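 further: 0% = vehicle and 100% = reference activator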
Active calls of the source: *; i = inactive; · = no result given.

Each structure is followed by: CendR NRP1 mod, eLon inh, Rin1 Abl inh, Neddyl block, SKN-1 inh, MT1-MMP act inh, MsrA inhibitor, FAS-TE inh, bovine MsrA act
O=C(Nc1cccc(F)c1)/C(=C/c1ccco1)NC(=O)c1ccco1
    -35, -38, -2, i, -2, -6, 1.9, -8, -4
COC(C/C=C\C(=O)[C@H](C)OCc1ccccc1)OC
    -30, -9, 2, i, 24, -15, -0.8, -7, -1
O=C(Cc1ccccc1)Nc1ccc2oc(-c3ccncc3)nc2c1
    6, -4, 2, i, 8, 4, 1.4, -4, -4
Cc1ccc(C#N)c(SCCN2CCCCC2)n1
    3, -6, -1, i, 7, 1, 0.4, -7, 6
CSc1cccc(NC(=S)N2CCC(N(C)C3CCCCCC3)CC2)c1
    -3, 3, 0, i, -14, 5, -0.3, -6, -3
COc1ccc(S(=O)(=O)NC(=O)C2(C)CCN2C(=O)C2(c3ccc(Cl)cc3)CCC2)cc1 (configuration not stated)
    7, 9, -2, i, 8, 0, -0.4, -8, -5
O=C(N/N=C/C(Cl)=C/c1ccccc1)c1ccccc1F
    14, 8, -1, i, 19, 0, 2.2, -5, -5
Cc1onc(-c2ccccc2)c1C(=O)NC(=S)Nc1sc2c(c1C#N)CCC(C)C2 (configuration not stated)
    -14, -2, 2, i, 1, 5, -0.5, 10, -3
CCOC(=O)N1CCC(N(CCN(C)C)C(=S)Nc2ccccc2C)CC1
    2, -1, 3, i, 0, 2, -0.1, -13, -14
C=CCNC(=O)Cn1nc(-c2ccccc2)ccc1=O
    1, 2, 0, i, 2, -4, 0.5, -6, 0
CN(C)S(=O)(=O)N(CC(=O)Nc1ccccc1F)c1ccccc1
    0, 2, 1, i, -9, 2, 0.7, -5, -6
CN(C)CCCN(C(=O)c1ccc(S(=O)(=O)N(C)C2CCCCC2)cc1)c1nc2ccc(F)cc2s1
    -16, -8, 1, i, -7, 3, 0.5, 18, -5
CCOC(=O)c1ccc(NC(=O)Cn2cnc3cc(C)c(C)cc32)cc1
    3, 6, 1, i, -2, 4, -1.2, 3, -3
Cc1ccc(C(=O)NNC(=O)Cn2ccc(C(F)(F)F)n2)o1
    5, 2, 3, i, -1, ·, -0.7, -7, -11
C=CCn1c(-c2ccccc2)nc2nc3ccccc3nc21
    5, -1, -6, ·, 9, -3, 1.3, -2, -6
NNC(=O)c1ccc(COc2cccc3cccnc23)cc1
    6, 13, -5, i, 6, -6, 1.9, -5, -3
Cc1csc(NC(=O)C(C)Oc2ccc(Br)cc2)n1 (configuration not stated)
    0, -9, 2, i, 10, -7, 0.3, 13, 0
Cc1ccccc1NS(=O)(=O)c1ccc(N2CCCC2=O)cc1
    3, -3, 6, i, 17, 0, -1.9, 6, -1
O=C(NNS(=O)(=O)c1ccc(F)cc1)c1ccccc1
    5, 2, 4, i, 3, 0, 0.2, -5, -8
C=CCOC(=O)C1=C(C)NC(=O)NC1c1ccc(O)cc1 (configuration not stated)
    3, -3, -1, i, 12, 2, 0.5, -5, 1
COc1ccc(Nc2ncnc3ccc([N+](=O)[O-])cc23)c(OC)c1
    9, 3, -5, i, 7, -4, 1.0, 3, -4
COc1ccccc1CNC(=O)CCS(=O)(=O)c1ccc2c(c1)CCN2C(C)=O
    12, -9, 2, i, 10, 5, 2.4, -3, -2
O=C(CSc1nnc2scc(-c3ccccc3)n12)N1CCCc2ccccc21
    6, 8, 5, i, -1, 3, 0.5, -5, 0
CCCCNC(=O)C1CCN(C(=O)Nc2ccc(C)cc2)CC1
    -3, -10, 1, i, -14, 4, -1.1, -6, -8
COc1ccc(Cl)cc1NC(=O)CN1CCN(C(=O)N2CCOCC2)CC1
    14, -4, 1, i, 19, -2, 2.0, -2, -2
COc1ccc(Br)cc1/C=N/NC(=O)c1cccc(S(=O)(=O)N2CCOCC2)c1
    -15, 3, -1, i, 8, -1, 1.1, 13, -4
COc1cc2nc(NCCCN3CCN(C)CC3)n3nc(-c4ccccc4)nc3c2cc1OC
    -1, -4, 1, ·, 1, 6, 2.2, 1, -2
O=C(c1cccc(C(F)(F)F)c1)N1CCOc2ccccc21
    -3, 5, 3, i, 7, 1, -0.2, 2, -1
O=C(O)C1CC(=O)N(c2ccc(OCc3ccccc3)cc2)C1 (configuration not stated)
    2, -1, -1, i, 21, 1, -0.3, -3, -2
O=C1c2ccccc2C(=O)N1CCC#Cc1ccc2cc(C3(O)CCCCC3)oc(=O)c2c1
    11, 9, 3, i, -3, 3, 0.7, -6, 0

3 compounds from above, sorted by the value under bovine MsrA act, highest first.
SMILES | bovine MsrA act
O=C(O)C1CC(=O)N(c2ccc(OCc3ccccc3)cc2)C1 (configuration not stated) | -2
NNC(=O)c1ccc(COc2cccc3cccnc23)cc1 | -3
O=C(N/N=C/C(Cl)=C/c1ccccc1)c1ccccc1F | -5

Going on with the list:
Each structure is followed by: CendR NRP1 mod, eLon inh, Rin1 Abl inh, Neddyl block, SKN-1 inh, MT1-MMP act inh, MsrA inhibitor, FAS-TE inh, bovine MsrA act
COc1cc(OC)c(N2CC(C(=O)Nc3cc(Cl)ccc3N3CCOCC3)CC2=O)cc1Cl (configuration not stated)
    12, 2, 3, i, -11, -2, -0.6, 32, -2
CCOC(=O)C(=O)c1csc(NC(=O)CCSc2ccc(C)cc2)n1
    9, 7, 0, i, -12, -1, 1.7, -4, 0
NC(=O)NC(=O)COC(=O)CCCc1c[nH]c2ccccc12
    2, 2, 2, i, 5, -2, -0.4, -4, -2
Cc1cccc(CN2CCNC2=O)c1
    0, 4, 1, i, 17, 6, -0.3, -9, -2
Cc1cc(N/C=C/C(=O)c2ccccc2)ccc1Br
    12, -15, 5, i, 18, -3, 0.5, 9, -1
CCCC(=O)N1CCC1(C)C(=O)Nc1ccc(C)cc1 (configuration not stated)
    -2, -18, -3, i, 4, -4, -1.4, -7, -4
CCOc1ccccc1NC(=O)C1CCCN(S(=O)(=O)c2c(C)[nH]c(=O)[nH]c2=O)C1 (configuration not stated)
    -5, -8, 4, i, -26, -2, ·, -7, -3
CCOc1ccc(OCC)c(S(=O)(=O)n2cnc(C)c2)c1
    -2, -1, 4, i, -8, -4, 2.1, -2, 1
C[C@@H]1CN([C@H](C)CO)C(=O)c2c(c3ccccc3n2C)-c2ccccc2CO[C@H]1CN(C)Cc1ccc2c(c1)OCCN2C
    -14, -2, -4, i, -5, 2, -0.7, -4, -1
COc1ccc(C2CC(c3ccccc3)=NN2C(=O)COC(=O)C2CC2)cc1 (configuration not stated)
    -10, 1, -3, i, 3, 2, 0.4, 6, -3
Cc1ccc(NC(=S)Nc2cccc3ccccc23)cc1F
    18, -8, -3, i, 12, -1, -0.6, 15, -2
COc1ccccc1NC(=O)Cn1nnc(-c2ccccc2NS(=O)(=O)c2ccccc2)n1
    -4, -3, -2, i, 8, -1, 0.3, 22, -3
COc1ccc(-c2noc(CCC(=O)N3CCN(c4cccc(C)c4C)CC3)n2)cc1
    1, 1, -1, i, -6, 2, -0.2, 26, 0
CCS(=O)(=O)c1nc(S(=O)(=O)c2ccc(Cl)cc2)c(N2CCc3ccccc3C2)s1
    -1, 4, 1, i, 3, -7, 2.7, 18, -4
COc1ccc(/C=N/NC(=O)c2nc(-c3ccccc3)cc(-c3ccccc3)n2)cc1O
    -5, -14, -4, i, 4, 0, 4.4, 35, -3
COc1ccc(NS(=O)(=O)c2ccc(Br)s2)cc1OC
    -9, -3, 3, i, 9, 4, 0.7, -2, 2
CCOC(=O)N1CCC(NC(=O)C2CCCN(Cc3nc(-c4cccc(C)c4)oc3C)C2)CC1 (configuration not stated)
    -3, -10, 1, i, 3, 0, -0.5, -2, 1
O=C(O)CCC(=O)N1CCN(c2ncccc2C(F)(F)F)CC1
    0, -8, -1, i, -7, 2, 1.0, -4, -3
CC(C)(O)C#Cc1ccc(C(=O)N2CCN(c3ccccc3)CC2)cc1
    -4, -10, 2, i, -11, -6, 0.1, -15, -11
CCc1nc2ccc(C(=O)NCCOc3ccc(OC)cc3)cn2c1N(C)C(=O)COc1ccccc1
    -3, 4, -1, i, 12, -5, 1.7, -2, -1
O=C(CSc1nc2ccccc2s1)NCCOc1ccc(Cl)cc1
    9, -4, 0, i, 4, 2, -0.7, 21, 2
CC(C)Cc1ccc(CN2CCCC(NC(=O)CCCN3CCCC3=O)C2)cc1 (configuration not stated)
    -2, -7, 2, i, 4, 2, 0.3, -4, 0
CCN(CC)CCCNc1oc(-c2ccccc2[N+](=O)[O-])nc1C#N
    4, 4, -3, i, 8, 0, -0.2, -3, -2
O=C(CC1S/C(=N/N=C/c2c[nH]c3ccc(OCc4ccccc4)cc23)NC1=O)Nc1ccccc1 (configuration not stated)
    -6, 0, 2, i, -9, 3, 4.3, 0, -14
O=C(CCN1CCN(c2ccc(Cl)cc2)CC1)Nc1nccs1
    1, 8, 3, i, -10, 1, 0.5, -3, -2
Cc1ccc(C2CC(c3cccs3)n3nc(N)nc3N2)cc1 (configuration not stated)
    -3, 1, -5, i, 0, 2, -0.5, -5, -5
NS(=O)(=O)c1ccc(CCNC(=O)CCCCCn2c(=S)[nH]c3ccc(Br)cc3c2=O)cc1
    -11, -1, -3, i, -5, 1, 0.2, 6, -7
Cc1ccc(N2C(=O)C(Cl)=C(NCc3ccccc3)C2=O)c(C)c1
    21*, -4, -1, i, -13, -3, 0.2, 9, -3
COc1ccc(-c2nnn(Cc3nn[nH]n3)n2)cc1OC
    -6, 2, -3, i, -12, 3, 1.4, -5, -4
Cc1ccc(C(=O)Nc2cccc(C(=O)N/N=C/c3ccccc3F)c2)cc1
    13, 7, 0, i, 14, 2, -1.1, 11, -1
CC1CCN(C(=O)CN2C(=O)NC(c3ccccc3)(c3ccccc3)C2=O)CC1
    -10, -10, 0, i, 13, 1, 1.1, 3, -2
COc1ccc(NC(=O)c2cc([N+](=O)[O-])ccc2N2CCCC2)cc1
    9, -6, 1, i, 6, 6, -0.6, 48, -3
COc1ccccc1N1CCN(C(=O)c2cccc(S(=O)(=O)N3c4ccccc4CC3C)c2)CC1 (configuration not stated)
    13, -15, 1, i, -6, 1, -1.3, 35, -9
CCc1ccc(C2c3[nH]c4ccccc4c3CCN2C(=O)CNC(N)=O)cc1 (configuration not stated)
    5, 6, -3, i, 3, 1, 0.1, 6, -8
C=CCN1C(=O)C(CC(=O)Nc2ccccc2)SC1=Nc1c(C)n(C)n(-c2ccccc2)c1=O (configuration not stated)
    2, -2, 0, i, 1, -2, -0.4, -7, -14
CC(C)(C)OC(=O)NNC(=O)c1ccc(Cl)cc1
    0, -1, -2, i, -16, 1, 0.4, -4, -3
CCS(=O)(=O)Nc1ccc(-c2ccc(NS(=O)(=O)CC)c(OC)c2)cc1OC
    -7, 0, 4, i, -4, 4, -0.7, 3, -8
O=C(Nc1cc(Cl)ccc1N1CCOCC1)c1cccnc1Cl
    0, -5, 2, i, 3, -4, -0.8, 1, -3
COc1ccc(CN(C)Cc2nc3scc(-c4ccccc4)c3c(=O)[nH]2)cc1OC
    -16, -14, 0, i, 8, 1, 0.7, -1, -3
O=C(/C=C/c1ccc2c(c1)OCO2)NCc1cn2cc(Cl)ccc2n1
    -5, -6, -4, i, 5, 2, 1.6, 49, -4
CC1CCN(CC(O)COc2ccc(OCC(O)CN3CCC(C)CC3)cc2)CC1 (configuration not stated)
    12, -6, -2, i, 22, 3, 0.7, -10, -1
COc1ccc([C@@H]2[C@@H]3C(=O)N(C(C)(C)C)C(=O)[C@@H]3[C@]3(CC(C)C)C(=O)N(c4ccccc4)C(=O)N23)cc1
    18, -5, 2, i, 0, 0, -0.3, 12, -5
COc1ccc2c(c1)OC[C@H]1[C@@H]2N2C(=O)CNC(=O)[C@@]2(C)[C@H]1c1ccccc1
    18, 11, 7, i, 6, 5, 0.5, -7, -3
COCCNC(=O)C1(C)CCN(C(=O)c2cccnc2Oc2ccccc2)C1 (configuration not stated)
    7, -10, 1, i, 14, 3, -1.1, -6, -2
CN(C1CCCCC1)S(=O)(=O)c1ccc(NC(=O)c2ccc(Br)o2)cc1
    -3, -17, 5, i, -11, -5, -0.9, 21, -2
